Rpn11 inh: Rpn11 (PSMD14) deubiquitinase inhibitors, primary screen, biochemical, fluorescence polarization, uHTS. 26S proteasome non-ATPase regulatory subunit 14 (Homo sapiens), O00487. calls only at 20 µM. human 26S proteasome, Ub4-pepOG fluorescence polarization; 20S core pre-blocked with epoxomicin. hit rate 0.59% among 360,000;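 active = inhibition at 20 µM, scaled to each plate's controls, above about 33%, limit read from the data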
MT1-MMP act inh: blockers of MT1-MMP proenzyme processing, primary screen, HT1080 RFP-PRO-GFP cells, GFP/RFP fluorescence | GFP/RFP ratio fluorescence, overnight; percent of plate control window, DMSO zero | Matrix metalloproteinase-14 (Homo sapiens), P50281 | GFP/RFP ratio change, % at 20 µM | hit rate 0.061% among 360,000;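 active = GFP/RFP ratio change of at least 30% with cell ATP level not reduced by more than half and red fluorescence within 50% of control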; note: strong numbers were not always called active
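Assay system: HT1080 cells carrying an RFP-PRO-GFP reporter | Dosing: Single dose of 20 µM compound, 1% DMSO final | Incubation: Cells overnight before dosing, compound overnight, 37 °C, 5% CO2 | Evaluation: GFP/RFP fluorescence ratio | Control set: DMSO and RFP-L50D-GFP cell wells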
CSN deneddyl inh: inhibitors of CSN-mediated cullin deneddylation, primary screen, biochemical, fluorescence polarization, uHTS; Purified CSN, SCF-Nedd8-OG deneddylation; inhibition, % at 12.5 µM; hit rate 0.38% among 360,000;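 active = pattern-corrected inhibition above about 35%, with an unprinted fluorescence ratio check between 0.5 and 1.5, limit read from the data, passing the limit was not always enough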;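 note: 0% = enzyme with substrate and 100% = substrate without enzyme; some results filed as inactive read as strong as hits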
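Assay system: purified human Csn5 enzyme expressed in HEK293T cells; Input: 0.24 nM Csn5 enzyme, final concentration; Reagent: 10 nM SCFSkp2-Nedd8OG; Compound dosing: 12.5 µM single point; Times: reaction 90 min, room temperature; Technique: fluorescence polarization readout.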
NadD block: inhibitors of S. aureus NadD, primary screen, biochemical, colorimetric, uHTS; Nicotinate-nucleotide adenylyltransferase NadD (Staphylococcus aureus N315); AID 602399, 2012; inhibition, % at 20 µM; hit rate 0.78% among 360,000; purified NadD enzyme, colorimetric absorbance read-out; in the data active = inhibition above about 26%; note: some compounds past the cut are filed as inactive
FAS-TE inh: FAS thioesterase domain inhibitors, primary screen, biochemical, fluorescence intensity, uHTS; recombinant FAS-TE, OMFH fluorogenic substrate, fluorescence endpoint; Fatty acid synthase (Homo sapiens), P49327; hit rate 0.67% among 360,000; inhibition, % at 15 µM;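 active = compounds whose normalised, plate-corrected inhibition of enzyme fluorescence in the single-dose primary screen is 50% or more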;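 note: 0% = DMSO with enzyme and 100% = substrate without enzyme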
Target sequence (P49327 whole entry, looked up, the tested form may be a part): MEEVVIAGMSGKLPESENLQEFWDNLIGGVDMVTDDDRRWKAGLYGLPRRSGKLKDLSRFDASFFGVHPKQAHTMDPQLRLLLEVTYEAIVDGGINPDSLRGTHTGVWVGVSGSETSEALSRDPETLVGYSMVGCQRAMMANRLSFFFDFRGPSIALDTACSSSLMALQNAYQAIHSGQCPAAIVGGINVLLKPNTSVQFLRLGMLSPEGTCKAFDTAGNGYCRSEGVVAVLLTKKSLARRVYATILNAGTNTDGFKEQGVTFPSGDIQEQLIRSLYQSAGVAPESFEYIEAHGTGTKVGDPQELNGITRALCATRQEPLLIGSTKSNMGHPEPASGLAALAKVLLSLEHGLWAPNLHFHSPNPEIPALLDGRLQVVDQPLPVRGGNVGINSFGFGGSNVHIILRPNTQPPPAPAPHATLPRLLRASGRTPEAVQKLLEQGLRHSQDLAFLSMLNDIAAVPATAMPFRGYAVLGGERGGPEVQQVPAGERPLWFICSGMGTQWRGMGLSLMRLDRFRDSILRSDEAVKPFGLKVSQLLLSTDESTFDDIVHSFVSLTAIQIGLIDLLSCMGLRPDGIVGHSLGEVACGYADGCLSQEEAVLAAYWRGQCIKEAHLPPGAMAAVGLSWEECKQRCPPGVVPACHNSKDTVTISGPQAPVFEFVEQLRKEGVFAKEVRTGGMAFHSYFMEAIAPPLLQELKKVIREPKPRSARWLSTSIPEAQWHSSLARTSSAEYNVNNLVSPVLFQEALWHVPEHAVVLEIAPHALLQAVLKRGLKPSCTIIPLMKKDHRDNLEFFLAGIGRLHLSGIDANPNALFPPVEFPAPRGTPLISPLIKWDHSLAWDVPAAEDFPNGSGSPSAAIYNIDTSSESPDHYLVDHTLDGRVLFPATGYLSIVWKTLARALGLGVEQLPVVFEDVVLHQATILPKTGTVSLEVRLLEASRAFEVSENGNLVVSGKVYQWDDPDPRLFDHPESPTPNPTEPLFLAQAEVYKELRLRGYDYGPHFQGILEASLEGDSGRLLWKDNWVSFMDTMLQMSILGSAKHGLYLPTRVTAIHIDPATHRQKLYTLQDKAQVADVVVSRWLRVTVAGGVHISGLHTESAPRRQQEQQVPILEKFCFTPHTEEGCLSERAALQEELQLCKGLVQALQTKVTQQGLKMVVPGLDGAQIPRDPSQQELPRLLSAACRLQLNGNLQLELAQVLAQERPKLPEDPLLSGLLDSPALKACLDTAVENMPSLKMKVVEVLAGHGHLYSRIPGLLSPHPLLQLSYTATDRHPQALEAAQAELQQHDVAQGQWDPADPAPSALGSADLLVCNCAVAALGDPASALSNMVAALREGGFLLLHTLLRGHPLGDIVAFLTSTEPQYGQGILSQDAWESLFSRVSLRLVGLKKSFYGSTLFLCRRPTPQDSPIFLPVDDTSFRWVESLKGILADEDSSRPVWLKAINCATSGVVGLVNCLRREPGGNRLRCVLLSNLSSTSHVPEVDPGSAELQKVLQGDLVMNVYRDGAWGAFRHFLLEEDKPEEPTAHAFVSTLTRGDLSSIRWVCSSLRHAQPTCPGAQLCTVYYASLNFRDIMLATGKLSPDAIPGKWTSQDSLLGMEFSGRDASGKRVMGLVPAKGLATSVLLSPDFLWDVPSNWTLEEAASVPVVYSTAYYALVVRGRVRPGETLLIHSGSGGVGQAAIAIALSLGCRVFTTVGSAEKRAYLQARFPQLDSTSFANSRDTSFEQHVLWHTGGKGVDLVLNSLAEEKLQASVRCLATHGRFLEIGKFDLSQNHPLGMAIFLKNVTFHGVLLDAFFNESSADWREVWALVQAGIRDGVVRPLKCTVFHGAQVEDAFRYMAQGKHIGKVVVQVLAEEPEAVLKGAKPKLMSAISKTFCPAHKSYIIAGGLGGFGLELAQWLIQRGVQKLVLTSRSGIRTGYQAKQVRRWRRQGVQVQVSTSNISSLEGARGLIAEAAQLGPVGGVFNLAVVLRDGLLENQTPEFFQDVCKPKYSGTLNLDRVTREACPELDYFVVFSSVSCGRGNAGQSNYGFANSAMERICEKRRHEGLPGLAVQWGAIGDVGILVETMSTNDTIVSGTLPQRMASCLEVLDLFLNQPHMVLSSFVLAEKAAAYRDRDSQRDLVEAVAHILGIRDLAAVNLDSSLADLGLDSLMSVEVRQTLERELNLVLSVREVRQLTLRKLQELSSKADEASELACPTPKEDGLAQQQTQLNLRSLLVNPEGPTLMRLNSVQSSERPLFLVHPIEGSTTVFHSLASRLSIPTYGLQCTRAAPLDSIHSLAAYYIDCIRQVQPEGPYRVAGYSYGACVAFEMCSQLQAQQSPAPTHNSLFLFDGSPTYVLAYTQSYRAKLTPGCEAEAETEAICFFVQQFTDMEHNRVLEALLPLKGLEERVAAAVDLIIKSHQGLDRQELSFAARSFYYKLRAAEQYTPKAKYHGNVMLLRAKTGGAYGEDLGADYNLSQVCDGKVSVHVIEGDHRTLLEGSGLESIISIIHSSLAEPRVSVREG
PABP1 MLLE inh: inhibitors of PABP1 MLLE–PAM2 peptide binding, primary screen, biochemical, fluorescence polarization, FITC-PAM2, GST-MLLE; Polyadenylate-binding protein 1 (Homo sapiens), P11940; inhibition, % at 20 µM; AID 588489, 2011; hit rate 0.36% among 360,000; in the data active = inhibition above about 35%, passing the limit was not always enough;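 note: plate controls were DMSO wells with GST-MLLE for no effect and wells lacking GST-MLLE protein for full effect; some results filed as inactive read as strong as hits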
SKN-1 inh: suppressors of acrylamide-induced Pgst-4::GFP reporter in worms, primary screen, SKN-1 inhibitor project, whole organism, uHTS, GFP/RFP fluorescence ratio, strain VP596. C. elegans VP596 Pgst-4::GFP/RFP ratio, 24 h. inhibition, % at 21.8 µM. hit rate 0.49% among 360,000. AID 624304, 2012;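 active = interference check ratio from 0.5 to 1.5 plus GFP to RFP signal ratio inhibition reaching or exceeding a fixed threshold, cut at about 30% in these data, passing the limit was not always enough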; note: some compounds called inactive have numbers as strong as hits
Rin1 Abl inh: inhibitors of Rin1-Abl protein binding, primary screen, biochemical, TR-FRET | inhibition, % at 7.35 µM | AID 588664, 2011 | hit rate 0.4% among 360,000 | Tyrosine-protein kinase ABL1 (Homo sapiens) + Ras and Rab interactor 1 (Homo sapiens), …; in the data active = inhibition above about 5%, passing the limit was not always enough
Neddyl block: inhibitors of cullin neddylation, primary screen, biochemical, TR-FRET, uHTS, NAE and Ubc12 | NEDD8-conjugating enzyme Ubc12 (Homo sapiens) + NEDD8-activating enzyme E1 regulatory … | calls only at 25 µM | hit rate 0.58% among 360,000 | AID 651699, 2012; in the data active = inhibition above about 36%
Numbers without * were called inactive; i = inactive; / = not tested or not shown.

The opening six compounds (preview)
SMILES | Rpn11 inh | MT1-MMP act inh | CSN deneddyl inh | NadD block | FAS-TE inh | PABP1 MLLE inh | SKN-1 inh | Rin1 Abl inh | Neddyl block
CC[C@]12c3[nH]c4ccccc4c3CCN1C(=O)C(CC(=O)NC(C)(C)C)C[C@@H]2C(=O)N1CCN(C(=O)C2CC2)CC1 (stereo partly drawn) | i | 1.4 | 1.7 | 1.1 | -11.2 | 6.6 | -5.7 | -0.2 | i
O=C(COC(=O)c1ccc(O)cc1)NCC1CCCO1 (stereo not drawn) | i | 3.1 | 0.8 | -1.1 | -1.2 | 8.5 | -4.9 | 7.5 | i
CCc1nn2c(=O)cc(CSCC(=O)Nc3ccccc3Cl)nc2s1 | i | 2.2 | 0.6 | 2.9 | -4.4 | -2.5 | -4.9 | 0.0 | i
Cc1ccc(NC(=O)CCC(=O)N/N=C/c2cc([N+](=O)[O-])ccc2O)cc1 | i | -6.4 | -15.5 | 10.5 | 31.5 | -3.6 | -7.9 | -1.6 | i
O=C(O)c1c(Cl)c(Cl)c(Cl)c(Cl)c1C(=O)OCC1CCCO1 (stereo not drawn) | i | -1.9 | 0.4 | -4.0 | -3.4 | 2.6 | 5.7 | 0.9 | i
C=C(C)CN1C(=O)c2ccccc2C1=O | i | 3.9 | 4.0 | -6.9 | -10.0 | -2.9 | -2.9 | -0.3 | i

The listing, from the start:
SMILES | Rpn11 inh | MT1-MMP act inh | CSN deneddyl inh | NadD block | FAS-TE inh | PABP1 MLLE inh | SKN-1 inh | Rin1 Abl inh | Neddyl block
CC[C@]12c3[nH]c4ccccc4c3CCN1C(=O)C(CC(=O)NC(C)(C)C)C[C@@H]2C(=O)N1CCN(C(=O)C2CC2)CC1 (stereo partly drawn) | i | 1.4 | 1.7 | 1.1 | -11.2 | 6.6 | -5.7 | -0.2 | i
O=C(COC(=O)c1ccc(O)cc1)NCC1CCCO1 (stereo not drawn) | i | 3.1 | 0.8 | -1.1 | -1.2 | 8.5 | -4.9 | 7.5 | i
CCc1nn2c(=O)cc(CSCC(=O)Nc3ccccc3Cl)nc2s1 | i | 2.2 | 0.6 | 2.9 | -4.4 | -2.5 | -4.9 | 0.0 | i
Cc1ccc(NC(=O)CCC(=O)N/N=C/c2cc([N+](=O)[O-])ccc2O)cc1 | i | -6.4 | -15.5 | 10.5 | 31.5 | -3.6 | -7.9 | -1.6 | i
O=C(O)c1c(Cl)c(Cl)c(Cl)c(Cl)c1C(=O)OCC1CCCO1 (stereo not drawn) | i | -1.9 | 0.4 | -4.0 | -3.4 | 2.6 | 5.7 | 0.9 | i
C=C(C)CN1C(=O)c2ccccc2C1=O | i | 3.9 | 4.0 | -6.9 | -10.0 | -2.9 | -2.9 | -0.3 | i
O=C1NCCN(Cc2ccoc2)C1CC(=O)N(Cc1ccccc1)CC1CCC1 (stereo not drawn) | i | -1.5 | 1.1 | -1.6 | -1.6 | 7.6 | -17.2 | 0.6 | i
CC(C)N(C(=O)[C@H]1C[C@H](CC(=O)NCC23CC4CC(CC(C4)C2)C3)C(=O)N2CCc3c([nH]c4cc(-c5ccco5)ccc34)[C@]12C)C(C)C | i | -8.0 | 3.1 | 16.3 | 29.6 | -10.2 | -6.9 | 2.4 | i
CC(=O)Nc1ccc(NC(=O)C/C(C)=N/NC(=O)COc2cc(C)c(Br)cc2Br)cc1 | i | 3.1 | -1.0 | 3.2 | 4.2 | -9.0 | 3.7 | 0.4 | i
COc1cc(NC(=O)CCCNC(=O)c2ccc(Cl)cc2)cc(OC)c1OC | i | 3.5 | -3.6 | -3.0 | -5.6 | -19.7 | -3.1 | 6.3 | i
COc1ccc(S(=O)(=O)N2CCN(Cc3ccc4c(c3)OCO4)CC2)cc1F | i | 1.0 | -2.2 | 0.0 | 12.9 | -1.0 | 13.8 | 2.6 | i
COC(=O)CSc1nnc(-c2ccco2)o1 | i | 3.1 | 0.3 | 4.0 | -6.2 | 8.1 | -0.1 | 0.8 | i
CC(=O)OC(C(=O)NCc1ccco1)c1cccnc1 (stereo not drawn) | i | -2.1 | 0.3 | 1.7 | -1.9 | 7.6 | 13.6 | -2.0 | i
COc1ccc2[nH]c(=O)c(CN(CCN3CCCC3)C(=O)Nc3ccccc3Cl)cc2c1 | i | 0.4 | -1.9 | 12.4 | -3.3 | -1.4 | 2.5 | 4.7 | i
Cc1ccc(OCCOCCN(C)C)c(Cl)c1 | i | 1.7 | -6.8 | 3.4 | -11.6 | 15.7 | -5.6 | 0.5 | i
CC(=O)n1nc(-c2ccc(Cl)cc2)nc1NCc1ccco1 | i | 0.8 | -3.5 | -10.0 | 6.8 | 8.5 | 6.2 | 2.1 | i
CC(=O)N/C(=C/C(C)C)c1ccccc1 | i | 1.8 | -1.1 | -0.5 | -6.5 | -4.7 | 4.1 | 1.9 | i
CCOC(=O)COc1ccc(Br)cc1/C=C\c1[nH]c(=O)[nH]c(=O)c1[N+](=O)[O-] | i | -11.7 | 28.6 | 1.8 | -5.6 | -17.0 | 0.8 | 1.0 | i
CCOC(=O)C1(CCCc2ccccc2)CCN(C(=O)c2cc(C)nc(C)n2)CC1 | i | -6.4 | 3.8 | -5.0 | -2.1 | -0.5 | 5.1 | 3.1 | i
O=C1NC2(CCCC2)N=C1c1ccc(F)cc1 | i | 4.1 | -2.9 | 4.1 | -9.8 | -2.3 | -8.2 | 2.1 | i
Nc1c(C(=O)N/N=C/c2ccccc2Cl)oc2nc(-c3ccccc3)cc(-c3ccco3)c12 | / | -23.6 | 1.8 | 31.2* | 1.3 | -60.4 | 2.3 | 3.0 | /
CSC(=S)N/N=C(\C)c1ccccc1 | i | 6.1 | 3.0 | 1.1 | -3.3 | 14.0 | -4.0 | 0.3 | i
O=C(C[n+]1cccc(CNC(=O)c2ccc(OC(F)F)cc2)c1)c1ccccc1 | i | 2.8 | 7.4 | -4.7 | -4.7 | 6.7 | -13.8 | -1.9 | i
CNc1nc(OC)nc(N(C#N)CN2C(=O)c3ccccc3S2(=O)=O)n1 | i | -0.8 | -1.9 | 5.3 | -0.9 | -0.8 | -3.3 | 18.8* | i
CN(CCCNC(=O)CCCOc1cc(=O)n(C)c2ccccc12)Cc1ccccc1 | i | 8.1 | -3.5 | -3.9 | -1.0 | -4.3 | 5.1 | -1.7 | i
Cc1ccc(C(C)C)c(OCc2nc(-c3nonc3N)no2)c1 | i | 2.2 | 3.7 | -4.9 | -64.4 | 5.8 | 3.2 | -3.1 | i
COc1ccc(CCNc2nc(C)cc(C)n2)cc1OC | i | 1.8 | 0.1 | -4.0 | -7.9 | 12.5 | -2.5 | 0.5 | i
O=C(Cc1ccccc1)Nc1ccc(C(=O)Nc2ccccc2C(=O)O)cc1 | i | 3.8 | 1.7 | -7.3 | 0.7 | 11.3 | 30.2 | 2.2 | i
Cc1cccc(N2CCN(C(=O)COc3ccc4c(C)cc(=O)oc4c3C)CC2)c1C | i | 2.0 | -2.3 | 2.9 | 32.9 | -0.6 | 11.7 | -1.7 | i
O=C(CSc1nc(-c2ccccc2)cs1)Nc1nccs1 | i | 2.0 | 4.7 | -1.6 | -4.0 | 6.2 | 4.1 | 0.2 | i
O=C(CN1CCCCC1)NNC(=O)c1cccc(Br)c1 | i | 3.9 | 2.2 | 0.3 | -1.8 | -0.9 | -9.7 | 0.3 | i
CC(NC1=CC(=O)c2cccnc2C1=O)C(O)c1ccccc1 (stereo not drawn) | i | 9.0 | 8.7 | 0.3 | 21.8 | 14.2 | 6.6 | -0.2 | i
Cc1ccc(C)c(-n2c(-c3ccncc3)n[nH]c2=S)c1 | i | 1.2 | 4.6 | -2.8 | -5.1 | -15.0 | -7.1 | 2.2 | i
COc1ccc(O)c(C(=O)c2cc(C(=O)NCCc3ccccc3)c(=O)n(CCc3ccccc3)c2)c1 | i | -9.6 | -11.1 | -4.9 | 17.3 | -0.3 | 9.1 | -4.8 | i
COc1ccc(C(C)(NC(C)=O)c2nc(-c3ccc(F)c(Cl)c3)cs2)cc1 (stereo not drawn) | i | 3.0 | 7.1 | -7.8 | 22.3 | 4.7 | 2.8 | 0.3 | i
COc1ccc(-c2nc(CN3CCCCC3c3nccn3C)c(C)o2)c(C)c1C (stereo not drawn) | i | -2.9 | 3.1 | -8.8 | -1.0 | 2.2 | -10.2 | -0.3 | i
CCOC(=O)CSc1nc2nc(C)cc(C)n2n1 | i | 2.8 | 3.9 | -2.7 | -4.5 | 4.4 | -3.5 | -0.7 | i
COc1ccc(NC(=O)c2ccc(Br)c(S(=O)(=O)N3CCOCC3)c2)cc1 | i | 1.0 | 0.7 | -5.5 | -0.4 | 4.0 | -6.5 | 1.1 | i
Cc1ccc(CNC(=O)C2(C)CCN2C(=O)Cc2ccc(-c3ccccc3)cc2)cc1 (stereo not drawn) | i | -1.5 | 8.5 | -8.6 | 18.1 | -2.8 | -2.4 | 6.1 | i
COc1ccc(NC(=O)CCCn2cnc3ccccc3c2=O)c(OC)c1 | i | -5.0 | 3.5 | -0.4 | -3.7 | -2.1 | -1.6 | 0.0 | i
CCC(=O)N1Cc2cc(C(=O)N(C)C)nc(-c3cccc(-c4cncnc4)c3)c2[C@@H]1CCO | / | 3.5 | 3.5 | -0.2 | -11.8 | / | 11.4 | / | i
Cc1ccc(NC(=S)N2CC(C)OC(C)C2)cc1C (stereo not drawn) | i | 2.3 | 5.0 | 2.7 | -2.9 | -71.4 | -6.9 | -0.9 | i
CC(C)CCn1c(O)c(N=NC(=O)Cn2ccc(C(F)(F)F)n2)c2ccccc21 | i | 8.4 | 1.5 | -2.8 | 24.7 | 0.8 | 4.6 | 4.6 | i
CCC(C)[C@H](NC(=O)NCc1cccnc1)C(=O)OC (stereo partly drawn) | i | -3.0 | -1.5 | -4.8 | -4.1 | -3.5 | 3.7 | -0.7 | i
O=C1/C(=C/c2ccc(O)cc2)COc2ccccc21 | i | -9.0 | 89.4* | -8.7 | 2.0 | 3.6 | 11.7 | 1.0 | i
O=C(c1cc(-c2cccc(O)c2)on1)N1CCCCCC1 | i | -0.2 | -4.9 | -2.3 | 11.3 | 4.4 | -8.2 | 4.3 | i
O=C(CNc1cccc(C(F)(F)F)c1)N/N=C/C1CCCCC1 | i | 3.2 | 4.4 | -6.3 | 5.5 | 14.3 | 4.9 | 3.4 | i
CC(=O)Nc1ccc2nc(NC(=O)COc3ccc(C)cc3)sc2c1 | i | -1.3 | 3.0 | -7.7 | 2.9 | 1.2 | -21.8 | -2.1 | i
C[C@H]1CN([C@@H](C)CO)C(=O)CCCn2nncc2CO[C@@H]1CN(C)Cc1cccc(O)c1 | i | 1.0 | -1.8 | -3.6 | -8.1 | 9.0 | 5.1 | -1.4 | i
